# Source: PubChem (several laboratories)
# zfTRPN1 agonist – zebrafish TRPN1 channel agonists, primary screen, cell-based, HEK293, calcium fluorescence; transient receptor potential cation channel N1 (TRPN1/NompC), Danio rerio; 0.18% of 220,000 active; HEK293 zebrafish TRPN1-YFP, Fluo-8 calcium fluorescence; 100% = response to 87 µM carbachol; activation, % at 3 µM;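 active = activation above its plate's cutoff, the mean activation of test wells on that plate plus 3 SD, cut at about 19% in these data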;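 also: 0% = DMSO alone and 100% = 87 µM carbachol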
#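 Assay system: Zebrafish TRPN1-YFP in HEK293 cells | Incubation: Dye loading 1 h at 37 °C, then 30 min room temperature | Measured by: Kinetic Fluo-8 fluorescence, ex 470-495, em 515-575 nm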
# CHOP inhibitor – inhibitors of CHOP promoter induction, primary screen, cell-based, unfolded protein response, luciferase reporter; CHO-K1 CHOP-promoter luciferase, tunicamycin-induced, 15-18 h; inhibition, % at 10 µM; 3.8% of 220,000 active;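 active = compounds that reduced the stress-induced luciferase reporter signal by more than about 70% of percent inhibition, limit read from the data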;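 also: 0% = tunicamycin plus vehicle and 100% = wells without tunicamycin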
# RBBP9 inhibitor – human RBBP9 inhibitors, primary screen, biochemical, fluorescence polarization, FP-Rh probe, HTS. recombinant RBBP9. inhibition, % at 7.94 µM. 0.2% of 220,000 active. AID 1515, 2009;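 active = inhibition above the campaign mean of all tested compounds plus 3 SD, cut at about 14% in these data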;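 also: plate controls were DMSO wells with RBBP9 for no effect and wells lacking RBBP9 protein for full effect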
# Target sequence (O75884 whole entry, looked up): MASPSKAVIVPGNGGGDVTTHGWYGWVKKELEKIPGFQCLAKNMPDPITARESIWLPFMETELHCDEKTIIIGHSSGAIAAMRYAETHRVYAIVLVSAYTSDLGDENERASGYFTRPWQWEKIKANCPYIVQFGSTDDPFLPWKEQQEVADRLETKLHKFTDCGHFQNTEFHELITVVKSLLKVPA
#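 Test system – recombinant human RBBP9 · Input – RBBP9 2.5 µM in dispensing solution, pre-mixing · Medium – Tris buffer pH 8.0, NaCl, Pluronic · Schedule – preincubation 30 min plus labeling 45 min at 25 °C · Measured by – fluorescence polarization · Measure – % inhibition · Controls – DMSO and no-protein wells · Replicates – one well per compound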
# Ba/F3 V617F tox – reduced viability of JAK2V617F-dependent Ba/F3 cells, primary screen, JAK2V617F inhibitor project, cell-based, Ba/F3 EpoR-JAK2V617F, luminescence; AID 1446, 2008; inhibition, % at 5.6 µM; ATP luminescence; 1.1% of 220,000 active;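 active = inhibition above the campaign mean plus 3 SD over all tested compounds, cut at about 24% in these data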;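 also: cytokine-independent growth of Ba/F3 cells driven by EpoR plus mutant JAK2; 0% = DMSO-treated cells and 100% = JAK inhibitor I control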
# BaF3 parental – parental Ba/F3 cell viability inhibition, counter-screen for JAK2V617F inhibitor project, murine pro-B, CellTiter-Glo luminescence; 1.1% of 220,000 active; inhibition, % at 5.6 µM; CellTiter-Glo ATP luminescence; AID 1486, 2009;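 active = inhibition above a per-campaign cutoff, the mean inhibition of all tested compounds plus 3 SD, cut at about 27% in these data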;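 also: 0% = DMSO wells and 100% = JAK Inhibitor I control wells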
# PPC-1+TRAIL kill – compounds killing PPC-1 cancer cells with TRAIL present, primary screen, TRAIL potentiator project, ATPLite luminescence, uHTS. PPC-1 cells + TRAIL, ATPLite viability luminescence. cell killing (% activity), % at 4 µM. 0.41% of 220,000 active. AID 1443, 2008;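 active = cell killing above 50% in the first pass at 4 µM, then a duplicate retest at 5 µM averaging 50% or more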;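 also: plate controls were cells with TRAIL plus DMSO for no effect and medium-only wells lacking cells for full effect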
# TNF death inh – inhibitors of TNF-alpha triggered necroptosis, primary screen, cell-based, Jurkat FADD-/-, single concentration. Jurkat FADD-/- TNF necroptosis rescue, ATP luminescence, 24 h; 0 = TNF only, 100 = no-TNF cells. activation (protection from cell death), % at 10 µM. 0.068% of 220,000 active;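 active = activation, meaning protection from cell death, of at least 50% relative to plate controls; inactive = activation below 50%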;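 also: necroptosis triggered by 40 ng/mL TNF-alpha added together with compound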
# TRPML3 ag – human TRPML3 channel agonists, primary screen, cell-based, HEK293 TRPML3-YFP, Fluo-8 calcium fluorescence, 3 µM | activation, % at 3 µM | AID 1448, 2008 | 100% = the carbachol control signal | Mucolipin-3 (Homo sapiens), Q8TDD5 | 0.29% of 220,000 active;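 active = activation above its plate's cutoff, the mean activation of the plate's test wells plus 3 SD, cut at about 12% in these data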;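 also: 0% = DMSO only wells and 100% = carbachol wells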
# Target sequence (Q8TDD5 whole entry, looked up): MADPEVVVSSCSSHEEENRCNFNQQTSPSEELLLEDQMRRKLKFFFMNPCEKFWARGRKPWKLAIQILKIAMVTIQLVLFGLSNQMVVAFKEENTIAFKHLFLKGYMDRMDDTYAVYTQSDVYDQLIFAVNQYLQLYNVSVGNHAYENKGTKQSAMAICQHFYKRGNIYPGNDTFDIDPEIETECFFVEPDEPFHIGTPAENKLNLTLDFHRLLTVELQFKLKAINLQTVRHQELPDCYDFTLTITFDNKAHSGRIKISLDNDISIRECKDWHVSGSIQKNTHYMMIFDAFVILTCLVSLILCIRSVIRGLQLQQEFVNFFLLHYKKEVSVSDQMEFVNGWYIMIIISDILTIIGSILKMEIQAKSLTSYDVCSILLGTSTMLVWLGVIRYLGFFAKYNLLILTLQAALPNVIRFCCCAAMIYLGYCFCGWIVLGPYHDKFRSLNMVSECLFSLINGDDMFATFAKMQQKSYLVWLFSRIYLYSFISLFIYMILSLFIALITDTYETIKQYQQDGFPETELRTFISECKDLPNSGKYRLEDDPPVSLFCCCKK
#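 Material: HEK293 cells stably carrying human TRPML3-YFP; compound dosing: single dose, 3 µM final nominal compound, 0.3% DMSO final; incubation: 1-h 37 °C dye load, 5-s basal, 120-s post-compound reads; technique: Fluo-8 intracellular calcium fluorescence, excitation 470-495 nm, emission 515-575 nm; read-out basis: percent activation from peak-to-basal fluorescence ratio, scaled between DMSO and carbachol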
# Wee1 degr inh – Wee1 degradation inhibitors, primary screen, cell-based, HeLa, Wee1K328M-luciferase, luminescence; HeLa Luc-Wee1K328M stability; 100% = proteasome inhibitor MG132 effect; reporter increase, % at 5 µM; 1.2% of 220,000 active; AID 1321, 2008;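 active = activation above the mean of all tested compounds plus 3 SD, set per screening run, cut at about 8.8% in these data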;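 also: cells exposed to compound for 20 h before luminescence read; 0% = DMSO alone and 100% = MG132 at 30 µM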
# * marks the source's active call; other numbers are inactive results; nt = no result given.
SMILES,zfTRPN1 agonist,CHOP inhibitor,RBBP9 inhibitor,Ba/F3 V617F tox,BaF3 parental,PPC-1+TRAIL kill,TNF death inh,TRPML3 ag,Wee1 degr inh
COc1ccc(N2CCN(C(=O)C3CCCN(S(=O)(=O)c4cccc5cccnc45)C3)CC2)cc1 (stereo not given),0.5,42,-1,2,11,4,-2.8,0.0,0
CC12CN3CCN(CC(C3)/C1=N/N=C/c1cccc([N+](=O)[O-])c1)C2,0.3,11,-6,0,-4,-6,2.8,0.7,2
CCOc1ccc2oc(C(=O)OC(C(=O)NC(N)=O)C(C)C)c(C)c2c1 (stereo not given),-0.3,-18,-9,-4,3,-26,0.6,0.3,-2
COc1cc2c(cc1OC)CN(CCC(=O)c1ccc(Br)cc1)CC2,-0.5,-33,0,4,12,0,0.7,1.3,0
CCOC(=O)c1sc(NC(C)=O)cc1C,1.4,-1,6,2,7,-20,-3.3,1.6,0
Cc1cc(C)cc(NS(=O)(=O)c2ccc3oc(=O)ccc3c2)c1,-0.6,47,0,1,11,10,-1.6,-0.8,0
COc1ccc(NC(=O)Nc2ccncc2)c(OC)c1,1.2,2,5,-1,-5,-12,-1.5,0.7,-1
COc1cccc(/C=N/NC(=O)c2cccs2)c1,0.7,-41,-2,-1,3,14,1.1,-1.0,3
COC(=O)c1cccc2c1NC(=O)C2=O,-0.8,-23,0,-3,-3,-12,-3.8,1.2,-4
Fc1cnc(N2CCOCC2)nc1N1CCc2ccccc21,-1.9,-14,-6,1,3,25,-1.6,-1.1,-2
COc1ccc(Cn2nnnc2CN2CCC(O)(c3ccccc3F)CC2)cc1,2.3,44,3,-1,7,-5,1.2,0.1,-1
O=C(CSc1ccccc1)N1CCc2ccccc21,-1.7,-14,2,4,7,-1,3.6,0.6,2
COC(=O)c1c(C)oc(C)c1S(=O)(=O)N(Cc1ccccc1)C(C)C,-3.1,-6,-4,0,-3,26,-0.3,-1.6,-1
Cc1[nH]c2ccc(C(=O)NCC(C)(C)N3CCOCC3)cc2c1C,0.2,-8,5,-2,3,9,2.6,0.3,2
Cc1nc(SCC(=O)c2cc3ccccc3oc2=O)c(C#N)c(-c2cccs2)c1C(=O)Nc1ccccc1,1.0,22,-7,-2,8,nt,-3.3,0.6,-2
O=S(=O)(Nc1ncccn1)c1ccc(NC(=S)Nc2ccc(Cl)cc2)cc1,6.2,4,1,-4,5,2,1.7,0.9,-1
NC(=O)Cn1nc([N+](=O)[O-])nc1Oc1ccc(Br)cc1,1.3,10,-2,6,8,8,12,0.4,3
CCc1nnc(NC(=O)C(=O)NCCOC(=O)c2ccccc2Cl)s1,-0.3,5,-14,4,4,9,-0.8,-0.8,1
COc1cc(C2C(C#N)=C(N)Oc3c2c(-c2ccccc2)nn3-c2ccccc2)cc(OC)c1OC (stereo not given),8.5,18,-4,-3,3,1,-0.1,3.3,1
O=c1ncn(-c2ccccc2F)c2ncccc12,1.7,9,-3,-1,3,24,-1.0,-0.4,0
CN(C)C=NC(=O)c1cc(C(=O)c2ccc(Cl)cc2)c[nH]1,0.4,25,-1,5,8,18,-2.5,0.9,0
O=C(CCn1nnc(-c2cccs2)n1)NC1CCCCC1,0.9,17,-3,-4,1,27,-2.0,0.0,-1
CCOC(=O)C1(CC2CCCCO2)CCN(Cc2cc(F)ccc2-n2cccn2)CC1 (stereo not given),0.7,76*,5,-1,1,nt,0.6,-1.3,-2
CC1=C(C(=O)N2CCOCC2)C(c2ccccc2F)NC(=O)N1 (stereo not given),2.7,45,-9,-4,2,3,0.2,0.7,0
CCOC(=O)c1oc2c(CN3CCCCC3C)c(O)ccc2c(=O)c1-c1ccc(OC)c(OC)c1 (stereo not given),1.7,-22,4,1,4,-5,-1.2,0.1,3
O=C1NC(=O)/C(=C\c2ccccc2OCc2ccccc2)S1,-0.9,35,-1,-3,-6,25,1.2,0.6,2
COCCn1c(SCC(=O)Nc2cc(C(C)(C)C)nn2-c2ccccc2)nnc1-c1ccncc1,-2.0,13,-8,4,4,15,2.7,-0.2,0
O=C(O)c1ccc(COc2c(F)c(F)cc(F)c2F)o1,0.3,-16,-8,-2,-1,-19,-0.1,0.4,-3
COc1ccccc1NC(=O)CN1C(=O)NC(CC(C)C)C1=O (stereo not given),0.5,3,0,1,1,-15,-1.9,0.1,-1
CN1C(=O)c2ccc(NC(=S)NC(=O)C(C)(C)C)cc2C1=O,0.8,3,-5,-3,4,14,1.0,0.6,2
COc1ccc(C(=O)NNC(=O)c2ccccc2[N+](=O)[O-])cc1[N+](=O)[O-],1.3,3,-1,1,4,19,0.1,-0.3,-3
CCCCN(C(=O)c1cccc2c(=O)c(C)c(-c3ccccc3)oc12)c1ccccc1,-2.3,-9,0,-3,2,4,-0.9,-1.0,1
O=C(CCn1cnc2ccccc21)N/N=C/c1ccccc1O,0.3,16,-3,0,3,29,-2.5,1.6,-1
O=C(CSc1nc(O)cc(=O)n1-c1ccccc1)NC1CCCCC1,-1.0,20,-12,2,2,26,0.5,0.2,-1
O=C(c1ccccn1)N1CC=C(c2ccccc2)CC1,0.4,-3,0,2,1,3,-0.4,0.4,5
O=C(COC(=O)C1(c2ccc(Cl)cc2)CCCC1)NCc1ccco1,-1.8,23,-5,2,10,11,-0.9,0.6,-2
CC(=O)Nc1ccc(NC(=O)CSc2nnc3c4ccccc4n(C)c3n2)cc1,-2.7,-19,-9,-2,-1,22,-0.8,0.9,0
COc1ccc(C(=O)n2cc(C(=O)c3cc(C)ccc3O)cn2)cc1OC,-1.3,42,-9,-1,1,27,1.7,0.6,-3
O=C(CC1C(=O)NCCN1Cc1ccc(F)cc1)NCCOc1cccnc1 (stereo not given),-1.1,10,-3,3,7,7,-0.7,0.2,0
COc1ccc(CCNC(=O)c2ccc3nc(-c4ccco4)c(-c4ccco4)nc3c2)cc1OC,-0.8,19,-3,-2,-2,14,-7.9,0.3,-3
Cc1ccc2c(c1)Cc1nc3ccccc3nc1-2,0.3,56,-5,3,4,50,-7.3,0.0,2
Cc1cc(C(=O)NC(=S)Nc2cccc(C(=O)O)c2C)ccc1[N+](=O)[O-],0.3,-25,-5,1,2,-11,0.1,0.4,0
Cc1ccc(NC(=O)c2ccc(CSc3nccc(C)n3)cc2)cc1,-0.2,-12,-3,2,3,2,-4.8,-0.2,1
CCN(CC)S(=O)(=O)c1ccc(NC(=O)COC(=O)CNS(=O)(=O)/C=C/c2ccccc2)cc1,0.0,30,-8,-3,1,9,1.5,0.2,0
CC(=O)OCCNc1cc(N2CCN(C)CC2)c2noc3c2c1C(=O)c1ccccc1-3,0.9,19,-2,1,8,-1,1.5,0.2,0

# 3 compounds already listed, ordered by their value in CHOP inhibitor, falling:
molecule,CHOP inhibitor,RBBP9 inhibitor,TRPML3 ag,Wee1 degr inh
COc1ccc(C(=O)n2cc(C(=O)c3cc(C)ccc3O)cn2)cc1OC,42,-9,0.6,-3
Cc1ccc(NC(=O)c2ccc(CSc3nccc(C)n3)cc2)cc1,-12,-3,-0.2,1
CC(=O)Nc1ccc(NC(=O)CSc2nnc3c4ccccc4n(C)c3n2)cc1,-19,-9,0.9,0

# Additional records.
SMILES,zfTRPN1 agonist,CHOP inhibitor,RBBP9 inhibitor,Ba/F3 V617F tox,BaF3 parental,PPC-1+TRAIL kill,TNF death inh,TRPML3 ag,Wee1 degr inh
CC(C)(OC1OC(CO)C(O)C(O)C1O)[C@H]1Oc2ccc3ccc(=O)oc3c2[C@H]1O (stereo not given in full),-0.6,2,-8,-1,7,-4,-2.1,1.2,-2
c1ccc2c(c1)c1ccccc1n2CN1CCOCC1,-0.6,-4,-7,-5,-1,-32,-0.7,-0.4,0
CCOC(=O)N1CCN(C(=O)C2CC(=O)N(Cc3ccc(OC)cc3)C2)CC1 (stereo not given),-1.0,10,-4,-3,3,21,-1.3,0.1,-3
C=CCN(c1ccccc1OC)S(=O)(=O)c1ccc(Cl)c(C(=O)Nc2ccc(N3CCOCC3)cc2)c1,-1.8,20,-5,15,10,8,2.3,-0.7,-1
COc1cccc(NC(=O)CC(c2ccc(OC(C)C)cc2)c2ccccc2OC)c1 (stereo not given),0.2,24,-5,1,5,23,-0.4,0.8,-3
Cc1ccc(-c2noc(CCC(=O)NC3CCN(Cc4ccccc4)CC3)n2)cc1,2.9,31,-5,-2,6,-14,-3.0,2.0,-1
Clc1ccc(NC2(c3nnnn3C3CCCCC3)CCCCC2)cc1,-1.0,-11,-2,-1,3,-4,-1.5,0.5,7
CC(C)N1C(=O)N(c2ccccc2)C(C)(O)CC1(C)C (stereo not given),0.5,8,-7,-1,0,-3,3.9,0.3,4
O=C(O)c1ccc(-n2nnnc2SCc2ccccc2F)cc1,1.6,8,1,1,11,-1,0.2,0.2,-1
O=C(NCc1ccco1)c1ccc(CN2CCOCC2)cc1,1.6,-4,-5,-3,1,-1,0.7,0.7,-2
O=C(O)CC12CC3CC(C1)CC(n1ncc(NCc4ccccc4)c(Cl)c1=O)(C3)C2,-0.2,8,-6,-2,2,-2,0.1,0.2,-2
O=C(CCc1nc(-c2ccccc2F)no1)NC1CCCCCC1,1.4,9,-3,1,4,24,-1.2,-0.2,0
CC1=CC(C)(C)NC(=S)N1c1ccc(C)c(C)c1,-0.8,10,-3,0,1,21,-0.2,0.4,-1
COC(=O)Cc1c[nH]c2cccc(OCC(O)CN(Cc3ccc([N+](=O)[O-])cc3)C(C)(C)C)c12 (stereo not given),-1.1,51,4,-6,2,0,0.6,-0.3,1
CCOC(=O)C1(Cc2ccc(OC)cc2)CCN(C(=O)c2sc(C)nc2C)CC1,-0.6,-5,-6,4,8,19,-0.4,0.6,-1
OC(C#CCN1CCOCC1)(c1ccccc1)C1CC1 (stereo not given),0.6,38,-6,-4,1,-4,-2.9,-0.1,0
CCCCn1nnc(NC(=O)c2ccc(-c3cccc([N+](=O)[O-])c3)o2)n1,0.3,10,-1,0,3,34,0.9,0.2,1
Cn1c(N)c(C(=O)COC(=O)c2cc(-c3ccco3)nc3ccccc23)c(=O)n(C)c1=O,1.6,-7,-14,2,4,15,-4.2,0.6,7

# Not a hit list. Share with any hit: about 6.8%.
